FAS-TE inh: blocks the thioesterase domain of human fatty acid synthase | P49327 | recombinant FAS-TE, OMFH fluorogenic substrate, fluorescence endpoint | inhibition, % at 15 µM | 360,000 compounds, 0.67% hits | AID 602261;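 active means compounds whose normalised, plate-corrected inhibition of enzyme fluorescence in the single-dose primary screen is 50% or more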;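 further: 0% = DMSO with enzyme and 100% = substrate without enzyme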
Target sequence (P49327 whole entry, looked up, the tested form may be a part): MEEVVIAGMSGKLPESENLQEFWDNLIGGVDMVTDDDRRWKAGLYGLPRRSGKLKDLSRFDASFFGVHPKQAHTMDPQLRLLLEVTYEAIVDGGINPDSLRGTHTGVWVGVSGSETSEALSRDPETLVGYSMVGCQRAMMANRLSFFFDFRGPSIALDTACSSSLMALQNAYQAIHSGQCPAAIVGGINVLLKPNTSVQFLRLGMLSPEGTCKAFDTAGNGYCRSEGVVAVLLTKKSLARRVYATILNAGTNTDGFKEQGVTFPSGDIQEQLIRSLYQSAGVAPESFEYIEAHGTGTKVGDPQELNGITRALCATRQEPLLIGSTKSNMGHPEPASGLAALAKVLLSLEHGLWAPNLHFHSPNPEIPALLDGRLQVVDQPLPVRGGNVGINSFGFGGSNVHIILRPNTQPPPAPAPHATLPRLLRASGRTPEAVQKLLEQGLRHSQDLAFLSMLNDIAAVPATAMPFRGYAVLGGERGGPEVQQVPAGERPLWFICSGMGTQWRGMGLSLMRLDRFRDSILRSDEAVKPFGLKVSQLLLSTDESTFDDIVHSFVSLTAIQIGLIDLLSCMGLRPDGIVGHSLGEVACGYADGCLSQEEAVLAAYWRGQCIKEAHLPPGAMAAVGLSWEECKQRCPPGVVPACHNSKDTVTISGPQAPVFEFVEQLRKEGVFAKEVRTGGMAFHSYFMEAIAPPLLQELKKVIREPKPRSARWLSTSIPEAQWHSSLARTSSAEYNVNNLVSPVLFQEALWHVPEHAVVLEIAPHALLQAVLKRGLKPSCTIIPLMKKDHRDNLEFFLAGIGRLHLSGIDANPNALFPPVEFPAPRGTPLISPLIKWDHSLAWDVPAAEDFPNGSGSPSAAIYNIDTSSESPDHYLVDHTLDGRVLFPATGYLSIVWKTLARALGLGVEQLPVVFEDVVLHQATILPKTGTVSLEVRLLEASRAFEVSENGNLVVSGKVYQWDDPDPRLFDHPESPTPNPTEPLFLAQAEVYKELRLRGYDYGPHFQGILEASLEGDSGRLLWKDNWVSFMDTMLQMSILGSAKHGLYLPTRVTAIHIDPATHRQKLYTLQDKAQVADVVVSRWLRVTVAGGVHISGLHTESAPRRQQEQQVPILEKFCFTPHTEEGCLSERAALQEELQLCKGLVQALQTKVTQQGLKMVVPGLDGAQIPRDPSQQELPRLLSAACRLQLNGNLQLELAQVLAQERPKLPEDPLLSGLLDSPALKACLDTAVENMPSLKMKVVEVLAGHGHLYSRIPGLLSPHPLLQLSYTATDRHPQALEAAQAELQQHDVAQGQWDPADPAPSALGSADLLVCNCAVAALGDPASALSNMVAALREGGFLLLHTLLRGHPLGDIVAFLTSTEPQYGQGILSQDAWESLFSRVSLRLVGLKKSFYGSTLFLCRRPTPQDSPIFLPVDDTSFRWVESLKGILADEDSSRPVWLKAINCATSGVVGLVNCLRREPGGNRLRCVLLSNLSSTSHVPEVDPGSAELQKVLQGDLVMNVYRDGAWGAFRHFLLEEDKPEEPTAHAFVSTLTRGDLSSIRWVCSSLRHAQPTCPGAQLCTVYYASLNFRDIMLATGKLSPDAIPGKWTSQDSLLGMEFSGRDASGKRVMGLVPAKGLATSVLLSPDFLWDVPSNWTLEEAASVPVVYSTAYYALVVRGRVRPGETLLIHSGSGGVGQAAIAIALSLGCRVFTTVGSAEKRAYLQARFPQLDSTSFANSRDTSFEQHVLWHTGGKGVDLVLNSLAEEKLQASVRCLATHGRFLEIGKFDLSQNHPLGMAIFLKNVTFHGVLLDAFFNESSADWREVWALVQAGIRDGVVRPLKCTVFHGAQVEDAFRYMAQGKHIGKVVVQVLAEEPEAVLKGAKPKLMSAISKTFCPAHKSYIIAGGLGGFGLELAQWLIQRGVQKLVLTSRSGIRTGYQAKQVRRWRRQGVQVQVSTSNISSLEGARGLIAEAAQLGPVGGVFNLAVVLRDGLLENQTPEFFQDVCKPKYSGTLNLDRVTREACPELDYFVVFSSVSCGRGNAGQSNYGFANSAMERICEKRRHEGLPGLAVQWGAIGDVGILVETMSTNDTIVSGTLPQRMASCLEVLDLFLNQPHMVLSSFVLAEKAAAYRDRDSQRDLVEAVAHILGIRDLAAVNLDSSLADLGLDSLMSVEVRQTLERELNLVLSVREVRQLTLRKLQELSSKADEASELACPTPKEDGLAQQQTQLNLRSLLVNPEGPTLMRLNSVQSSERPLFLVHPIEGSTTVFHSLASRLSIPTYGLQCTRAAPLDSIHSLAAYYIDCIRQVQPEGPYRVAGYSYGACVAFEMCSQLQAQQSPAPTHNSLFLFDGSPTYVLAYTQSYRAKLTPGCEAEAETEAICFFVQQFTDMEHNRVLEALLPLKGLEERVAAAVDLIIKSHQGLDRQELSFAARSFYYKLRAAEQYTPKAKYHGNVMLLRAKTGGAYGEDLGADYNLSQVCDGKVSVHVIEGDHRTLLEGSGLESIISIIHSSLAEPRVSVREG
eLon inh: E. coli protease La inhibition | P0A9M0 | purified E. coli Lon protease, fluorescence polarization | inhibition, % at 7.94 µM | 360,000 compounds, 0.42% hits; in the data active means inhibition above about 13%, passing the limit was not always enough;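 further: 0% = enzyme with probe and DMSO and 100% = no enzyme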
NRP1-CendR mod: NRP-1/CendR interaction modulation; FAM-RPARPAR peptide binding to NRP-1, fluorescence polarization; inhibition, % at 25 µM; 360,000 compounds, 0.85% hits; AID 602438;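 active means inhibition or corrected inhibition above about 18%, plus a signal ratio from 0.5 to 1.5, limit read from the data, passing the limit was not always enough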; further: strong numbers were not always called active
MT1-MMP act inh: MT1-MMP (human) activation inhibition; P50281; HT1080 RFP-PRO-GFP cells, GFP/RFP ratio fluorescence, overnight; percent of plate control window, DMSO zero; GFP/RFP ratio change, % at 20 µM; 360,000 compounds, 0.061% hits; AID 651647;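 active means GFP/RFP ratio change of at least 30% with cell ATP level not reduced by more than half and red fluorescence within 50% of control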; further: strong numbers were not always called active
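Assay system: HT1080 cells carrying an RFP-PRO-GFP reporter | Dosing: Single dose of 20 µM compound, 1% DMSO final | Incubation: Cells overnight before dosing, compound overnight, 37 °C, 5% CO2 | Evaluation: GFP/RFP fluorescence ratio | Control set: DMSO and RFP-L50D-GFP cell wells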
Neddylation inh: inhibitors of human cullin neddylation. P61081+Q13564. TR-FRET cullin neddylation, biochemical. calls only at 25 µM. 360,000 compounds, 0.58% hits; in the data active means inhibition above about 36%
MsrA act: bovine methionine sulfoxide reductase A activation | purified bovine MsrA, absorbance read-out | activation, % at 10.6 µM | 360,000 compounds, 0.3% hits | AID 602163; in the data active means activation above about 7.5%;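 further: 0% = vehicle and 100% = reference activator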
SKN-1 block: blocks SKN-1 activity in C. elegans; C. elegans VP596 Pgst-4::GFP/RFP ratio, acrylamide-induced, 24 h; 360,000 compounds, 0.49% hits; inhibition, % at 21.8 µM;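 active means interference check ratio from 0.5 to 1.5 plus GFP to RFP signal ratio inhibition reaching or exceeding a fixed threshold, cut at about 30% in these data, passing the limit was not always enough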; further: some compounds called inactive have numbers as strong as hits
MsrA inhibitor: inhibits bovine methionine sulfoxide reductase A. purified bovine MsrA, absorbance read-out. inhibition, % at 15.5 µM. 360,000 compounds, 0.75% hits; in the data active means inhibition above about 4.5%;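 further: 0% = vehicle wells with enzyme and 100% = reference inhibitor wells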
Rin1-Abl PPI inh: human Rin1-Abl interaction inhibition; TR-FRET Rin1/Abl binding, biochemical; P00519+Q13671; inhibition, % at 7.35 µM; AID 588664; 360,000 compounds, 0.4% hits; in the data active means inhibition above about 5%, passing the limit was not always enough
The depositor's hits bear a star; i = inactive; x = not tested or not shown; + = active, no number. Compounds were not picked by outcome. Share with any hit: about 4.2%.

SMILES	FAS-TE inh	eLon inh	NRP1-CendR mod	MT1-MMP act inh	Neddylation inh	MsrA act	SKN-1 block	MsrA inhibitor	Rin1-Abl PPI inh
CCCc1nc2c(c(=O)c3ccccc3n2C)c(=O)n1C1CCCCCC1	5.7	5.9	-16.9	-44.1	i	0.1	2.5	-0.1	0.7
CCC(C)NC(=O)c1cn(-c2cccc(OC)c2)c(=O)c2ccccc12 (centres undefined)	-1.5	-7.8	6.7	3.3	i	-4.0	-9.1	0.3	-0.1
Cc1ccc(S(=O)(=O)N2[C@@H](CO)CO[C@H]2CC(=O)c2cccc3ccccc23)cc1	x	x	7.3	-0.5	i	x	-8.8	-0.2	x
COc1ccc(NC(=O)CC2C(=O)N(C)C(=S)N2Cc2cccs2)cc1 (centres undefined)	50.6*	1.7	-7.7	-7.6	i	-2.3	6.7	-0.1	2.3
CN(C)S(=O)(=O)c1cccc(NC(=O)COC(=O)COc2ccc(Br)cc2)c1	-3.9	-19.6	-3.5	13.2	i	-4.5	-12.6	-0.1	-2.1
COC(=O)c1nc2cc3c(cc2c(C)c1C(=O)OC)OCO3	-8.3	-6.4	-7.0	7.7	+	-1.2	-16.8	0.1	0.5
CC(C)(C)C(=O)Nc1ccc(NC(=O)C(C)(C)C)cc1	-11.0	-9.2	1.9	3.8	i	-1.6	4.3	0.5	-2.1
CN(C)CCN(C(=O)/C=C/c1cccs1)c1nc2c(F)cc(F)cc2s1	2.8	-10.2	6.8	1.3	i	-1.6	-1.5	2.0	-1.9
COc1ccc(NC(=S)Nc2cccc(C)n2)cc1	7.6	-3.8	14.8	0.7	i	0.0	15.7	-0.9	-2.4
CCOc1ccccc1N1CCN(C(=O)c2c(CC)noc2C)CC1	-4.4	2.2	-9.1	-1.0	i	-2.1	8.5	-0.4	0.4
O=C(NC1C2CC3CC(C2)CC1C3)C1CCCCC1 (centres undefined)	-1.7	-2.2	4.5	-0.8	i	-2.6	0.7	1.2	-0.3
FC(F)(F)c1nnc2ccc(Cl)nn12	-2.1	1.2	5.1	-0.6	i	-1.0	3.2	0.0	0.6
COc1ccc(C2=CN3CCCCC3CC2=O)cc1OC (centres undefined)	-10.2	-8.2	4.6	1.3	i	-0.8	3.7	3.6	1.4
Cc1ccc(N2CC(C(=O)Nc3nnc(SCC(=O)NCC4CCCO4)s3)CC2=O)cc1C (centres undefined)	-5.8	1.6	-8.2	-0.4	i	-2.0	11.4	0.5	0.3
O=C(c1ccccc1Br)N1CCCC(c2nc(-c3cccs3)no2)C1 (centres undefined)	-115.6	18.6	7.7	-1.5	i	-3.1	8.8	1.9	-0.5
O=C(c1c(O)cc(O)cc1O)C1c2c(cc(O)c3c2O[C@H](c2ccc(O)cc2)[C@@H](O)C3)OC1c1ccc(O)cc1 (some centres undefined)	-3.0	-1.2	-34.9	-4.7	i	-3.8	19.8	1.9	2.0
CCN(C[C@H]1N[C@@](Cc2ccccc2)(C(=O)OC)[C@H]2C(=O)N(Cc3ccccc3)C(=O)[C@@H]12)C(C)=O	-8.7	-6.0	10.9	2.1	i	-10.7	-19.9	-0.6	0.5
O=C(NC1CCN(S(=O)(=O)c2ccc(F)cc2)CC1)c1ccc(F)cc1	-1.4	3.2	10.9	-0.4	i	-0.1	-0.1	0.2	5.9
COc1ccccc1CC(=O)Nc1cc(Cl)ccc1O	-4.4	-11.8	-3.3	2.7	i	-1.8	-0.7	-0.6	2.3
Cc1ccccc1NC(=S)N(Cc1cccnc1)Cc1ccccc1Cl	3.9	-0.4	-9.0	1.0	i	-1.3	-3.6	0.7	-0.2
O=C(Nc1ccccn1)c1ccc2c(c1)OCCO2	-3.8	9.3	2.8	4.6	i	-3.5	6.6	0.2	-3.9
Cc1cc(N2CCOCC2)nc2ccc(NC(=O)CCC(=O)N3CCC(C)CC3)cc12	-3.9	-0.2	7.2	4.1	x	-1.4	-20.6	2.9	-5.5
Cc1ccc(Nc2c([N+](=O)[O-])c(=O)n(C)c3ccccc23)cc1C	5.7	3.0	-0.3	-2.6	i	-5.8	9.1	2.8	-4.9
O=C(CNS(=O)(=O)c1c(F)cccc1F)NC1CCCc2ccccc21 (centres undefined)	-3.4	-2.7	8.1	4.3	i	-1.6	5.5	-0.1	1.4
CC1(C)CC(=O)C=C(NC2CCCC(O)C2)C1 (centres undefined)	-13.5	-3.1	-0.6	4.8	i	-8.8	3.9	-0.2	0.5

Some of the entries so far, bar-delimited:
Molecule | FAS-TE inh | eLon inh | NRP1-CendR mod | MT1-MMP act inh | Neddylation inh | MsrA act | SKN-1 block | MsrA inhibitor | Rin1-Abl PPI inh
Cc1ccccc1NC(=S)N(Cc1cccnc1)Cc1ccccc1Cl | 3.9 | -0.4 | -9.0 | 1.0 | i | -1.3 | -3.6 | 0.7 | -0.2
FC(F)(F)c1nnc2ccc(Cl)nn12 | -2.1 | 1.2 | 5.1 | -0.6 | i | -1.0 | 3.2 | 0.0 | 0.6

The main list resumes, starting three compounds before the break.
SMILES	FAS-TE inh	eLon inh	NRP1-CendR mod	MT1-MMP act inh	Neddylation inh	MsrA act	SKN-1 block	MsrA inhibitor	Rin1-Abl PPI inh
Cc1ccc(Nc2c([N+](=O)[O-])c(=O)n(C)c3ccccc23)cc1C	5.7	3.0	-0.3	-2.6	i	-5.8	9.1	2.8	-4.9
O=C(CNS(=O)(=O)c1c(F)cccc1F)NC1CCCc2ccccc21 (centres undefined)	-3.4	-2.7	8.1	4.3	i	-1.6	5.5	-0.1	1.4
CC1(C)CC(=O)C=C(NC2CCCC(O)C2)C1 (centres undefined)	-13.5	-3.1	-0.6	4.8	i	-8.8	3.9	-0.2	0.5
O=C(/C=C/Nc1ccc(F)c(Cl)c1)c1ccco1	12.0	-0.6	6.5	-2.4	i	2.1	75.4*	0.7	2.8
Cn1c2ccc(F)cc2c2nnc(SCCN3CCCCC3)nc21	-3.9	1.9	4.2	-2.6	i	-2.0	13.5	0.9	-4.6
Cc1nnc(SCC(=O)Nc2cccc(S(=O)(=O)NC3=NCCCCC3)c2)n1Cc1ccccc1	-7.8	-7.0	-2.7	-1.7	i	-2.8	-3.9	-0.5	-0.1
CC1=NNC(=O)C(CC(=O)Nc2ccc(Cl)c(Cl)c2)C1 (centres undefined)	-8.6	-11.6	-4.6	4.8	i	-1.2	5.9	0.1	1.4
O=C(c1cc2c(s1)-c1ccccc1OC2)N1CCc2ccccc2C1	6.2	-1.8	2.3	-5.6	x	-0.1	1.6	1.0	0.1
O=C(Cc1cccs1)Nc1nnc(-c2ccncc2)s1	-7.6	-4.8	-17.7	-0.8	i	-4.1	9.2	1.8	1.7
CN1CCN(C(=S)c2ccc([N+](=O)[O-])cc2)CC1	-5.6	-0.5	-6.4	3.9	i	-5.5	-9.1	1.2	-0.1
COCCCn1c(SC(C)C(=O)NC2CC2)nc2ccccc2c1=O (centres undefined)	-16.3	8.2	5.1	5.9	i	-13.8	-11.3	0.7	2.8
CCOC(=O)Cc1csc(NC(=O)CSc2ccc(Br)cc2)n1	-2.3	0.9	2.4	1.3	i	-1.7	-13.2	-0.1	-0.7
Cc1ccc(C2CC2c2n[nH]c(=S)n2-c2ccc(C)cc2)cc1 (centres undefined)	18.5	-3.2	3.2	0.6	i	3.2	6.9	2.3	-3.6
CC(C)(C)c1ccc(CN(Cc2ccco2)Cc2nnnn2C2CCCC2)cc1	17.7	5.1	-7.3	-15.4	i	1.3	13.1	0.4	0.7
Cc1ccc(N(CC(N)=O)C2SC(=O)N(C)C2=O)cc1 (centres undefined)	-3.7	2.1	10.5	-6.4	i	-2.3	-8.4	-0.1	5.8
O=C(c1ccc([N+](=O)[O-])cc1)N1CCN(C(=O)C2CCCCC2)CC1	-0.6	9.3	-6.2	-4.2	i	-3.2	-8.6	2.1	-0.2
CCn1c(SCCC(C)C)nnc1-c1c[nH]c2ccccc12	9.5	2.6	-4.1	3.4	i	-4.6	-13.1	0.2	3.2
O=C(COC(=O)CCc1ccc(S(=O)(=O)N2CCOCC2)cc1)NC1CCCC1	-4.8	9.9	-4.6	6.7	i	-14.9	-1.2	-0.2	2.6
O=C(NCC1CCCO1)c1onc(CSc2ccccc2F)c1C(=O)O (centres undefined)	-6.8	0.7	4.8	-1.1	i	-2.8	15.6	0.9	0.9
COc1cc(OC)cc(C(=O)NNC(=O)c2ccccn2)c1	-3.8	-6.1	1.0	2.0	i	-9.7	5.4	0.0	-0.7
COC(=O)CNC(=O)COC(=O)/C=C/c1ccccc1[N+](=O)[O-]	-3.5	2.6	-1.9	0.1	i	-3.5	-6.5	0.1	-1.2
O=C(c1cccs1)N1CCC(c2nc3c(nnn3Cc3ccccc3Cl)c(=O)[nH]2)CC1	11.6	5.0	-5.5	-2.6	i	-3.0	21.5	0.3	1.1
CCOCCCNC(=O)/C(C#N)=C/c1cc(OC)c(O)c([N+](=O)[O-])c1	-1.7	1.7	15.2	4.7	i	-4.4	4.9	3.4	-5.7
Fc1ccccc1NC(=S)Nn1cnnc1	-4.6	5.2	7.4	0.1	i	-2.9	-7.4	0.6	5.1
CC1CN(S(=O)(=O)c2ccc(CN3C(=O)c4cccnc4C3=O)cc2)c2ccccc2O1 (centres undefined)	15.8	1.6	2.3	1.8	i	-1.8	-6.7	-0.8	1.1
CCOC(=O)N1CCN(C(=O)c2ccccc2-c2ccccc2)CC1	-5.2	-2.4	-1.7	-3.9	i	-0.4	27.1	0.1	0.8
COc1ccc(NC(=O)NNC(=O)COc2ccc3ccccc3c2)cc1OC	-8.1	-2.4	1.7	2.3	i	-13.0	-0.2	0.4	1.4
CCOC(=O)C1CCN(S(=O)(=O)c2c(C)n[nH]c2C)CC1	-6.4	-5.9	6.3	5.7	i	-4.1	15.2	0.2	1.4
(further entries)
SMILES	FAS-TE inh	eLon inh	NRP1-CendR mod	MT1-MMP act inh	Neddylation inh	MsrA act	SKN-1 block	MsrA inhibitor	Rin1-Abl PPI inh
COc1ccc(C(CNC(=O)c2ccc(S(=O)(=O)N3CC(C)CC(C)C3)cc2)N(C)C)cc1 (centres undefined)	0.1	0.6	8.4	1.1	i	-8.2	7.1	0.0	4.4
CN(Cc1nc(Cc2ccccc2F)no1)Cc1cccc2ncccc12	1.8	-4.0	6.4	-3.3	i	-3.2	0.4	0.1	-0.7
CC(=O)Nc1ccc(S(=O)(=O)Nc2cc(Cl)ccc2N2CCOCC2)cc1	-1.8	-4.0	1.8	1.1	i	-2.6	13.5	-0.6	2.4
Cc1ccc2c(c1)C1(OCCCO1)C(=O)N2CC(=O)NN	-3.7	6.4	-7.5	-1.6	i	-1.2	2.2	-1.5	-6.3
C/C=C(\C)C(=O)OC(C)(C)[C@H]1Cc2cc3ccc(=O)oc3cc2O1	16.9	-7.9	8.1	3.7	x	-0.7	7.8	1.8	-2.5
CCN(CC)C(=O)CC(c1cc(OC)c(OC)c(OC)c1)c1c(O)cc(OC)cc1OC (centres undefined)	-0.3	8.2	10.9	7.4	i	-3.8	3.0	0.0	-0.5
CC(C)(C)C(=O)N1CCN(S(=O)(=O)c2ccc3c(c2)OCCCO3)CC1	-2.1	1.8	1.7	-3.1	i	-3.2	22.1	-0.8	0.2
OC(CN1CCNCC1)Cn1c2ccccc2c2ccccc21 (centres undefined)	-9.6	-8.9	2.4	0.9	i	-2.0	-8.3	0.7	1.9
CCCc1nc(-c2ccccc2O)n(-c2ccccc2)n1	-2.2	-1.9	-2.2	1.2	i	-11.2	12.9	1.2	-0.4
Cc1ccc(S(=O)(=O)Nc2ccc(Nc3ccccc3)cc2)cc1	34.6	3.2	-14.3	-0.3	i	-2.5	5.8	2.2	-3.5
CNC(=S)N1CCC(C(=O)c2ccc(Cl)cc2)CC1	-6.7	3.9	2.1	3.2	i	-2.8	13.4	-1.2	-2.4
Cc1ccc(O)c(C2=NOC(O)(C(F)(F)F)C2)c1 (centres undefined)	-8.3	-1.7	-0.5	1.7	i	-0.5	1.4	-1.0	-0.4
COc1ccc(S(=O)(=O)Nc2ccccc2C(=O)N2CCOCC2)cc1C	-1.3	4.3	5.0	-5.6	i	-1.2	9.8	-0.6	0.4
